High-throughput results deposited in PubChem BioAssay by several laboratories.
SRC1 inh: SRC1 coactivator transcriptional activity inhibitors, primary screen, cell-based, luminescence; Nuclear receptor coactivator 1 (Homo sapiens), Q15788; HEK293 GAL4-SRC1 luciferase reporter; inhibition, % at 3.6 µM; 0.12% of 360,000 active; AID 588354, 2011;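 active means inhibition above the campaign mean plus 3 SD, with each screening campaign given its own cutoff, cut at about 60% in these data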;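 further: 0% = DMSO treated cells and 100% = gossypol at 36 µM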
TROY signal inh: inhibitors of TROY-driven NF-kB signaling, primary screen, Q293 LMP1-TROYcd cells, NF-kB luciferase, uHTS. inhibition, % at 10 µM. Q293 LMP1-TROYcd NF-kB luciferase reporter, 4 h. 0.98% of 360,000 active;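 active means compounds whose plate-normalised and pattern-corrected inhibition of the luciferase reporter signal at the single screening dose is 50% or more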
SRC3 inh: SRC3 coactivator transcriptional activity inhibitors, primary screen, cell-based, luminescence | Nuclear receptor coactivator 3 (Homo sapiens), Q9Y6Q9 | HEK293 GAL4-SRC3 luciferase reporter | inhibition, % at 3.6 µM | 0.17% of 360,000 active;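 active means inhibition above a per-campaign cutoff, the mean of all compounds plus 3 SD, cut at about 60% in these data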;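 further: 0% = DMSO-treated cells and 100% = gossypol-treated cells at 36 µM; higher means less SRC3-driven luciferase light from the GAL4 reporter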
CF NFkB inh: inhibitors of PAF-induced NF-kB signaling, primary screen, cell-based, GFP fluorescence, uHTS | KKLEB NF-kB-GFP reporter, GFP fluorescence overnight | inhibition, % at 5 µM | 0.86% of 360,000 active | AID 588850, 2011;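 active means at least 50% inhibition at 5 µM, scaled per plate between neutral and stimulator controls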;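 further: PAF is a Pseudomonas aeruginosa culture filtrate used as stimulus; plate controls were PAF-stimulated DMSO wells for no effect and unstimulated DMSO wells for full effect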
LMP1 NFkB inh: EBV LMP1-driven NF-kappaB luciferase reporter inhibitors, primary screen, cell-based, luminescence, single point. LMP1-induced NF-kappaB luciferase reporter cells. inhibition, % at 12.5 µM. 0.69% of 350,000 active. AID 504558, 2011; in the data active means inhibition above about 41%;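 further: 0% = neutral control wells and 100% = reference inhibitor control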
TWEAK Fn14 block: inhibitors of TWEAK-Fn14 signaling, primary screen, luciferase reporter cells, uHTS; TWEAK-stimulated Fn14 reporter cells, luciferase luminescence, 8 h; inhibition, % at 10 µM; 2% of 360,000 active; in the data active means inhibition above about 50%
LRH-1 inv ag: LRH-1 (NR5A2) inverse agonists, primary screen, cell-based, luminescence, HEK293T, StAR-luciferase reporter | 0.13% of 360,000 active | Nuclear receptor subfamily 5 group A member 2 (Homo sapiens), O00482 | LRH-1 transfected, 24 h | AID 602396, 2012 | inhibition, % at 3.6 µM;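 active means inhibition above the mean inhibition of all tested compounds plus 3 SD, cut at about 73% in these data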;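 further: 0% = DMSO wells and 100% = reporter-only cells lacking LRH-1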
Target sequence (O00482 whole entry, looked up): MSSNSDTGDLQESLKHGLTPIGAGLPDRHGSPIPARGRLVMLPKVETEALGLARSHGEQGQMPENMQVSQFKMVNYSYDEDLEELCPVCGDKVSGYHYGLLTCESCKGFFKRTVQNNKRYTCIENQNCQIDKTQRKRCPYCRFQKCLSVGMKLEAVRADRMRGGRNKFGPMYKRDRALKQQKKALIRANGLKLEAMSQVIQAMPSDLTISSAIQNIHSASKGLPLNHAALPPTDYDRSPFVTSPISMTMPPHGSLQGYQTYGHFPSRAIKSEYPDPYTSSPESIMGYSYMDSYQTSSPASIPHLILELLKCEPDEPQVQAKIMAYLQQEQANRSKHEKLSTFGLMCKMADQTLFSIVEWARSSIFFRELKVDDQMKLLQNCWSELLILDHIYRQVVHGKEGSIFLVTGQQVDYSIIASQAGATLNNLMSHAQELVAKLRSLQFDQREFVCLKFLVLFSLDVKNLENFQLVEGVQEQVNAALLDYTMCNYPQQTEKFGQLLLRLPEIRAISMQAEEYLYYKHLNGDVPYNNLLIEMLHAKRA
KKLEB tox: cytotoxicity in KKLEB CF airway cells, primary screen, cytotoxicity control for CF NF-kB inhibitor project, cell-based, uHTS, fluorescence assay plates. activity change (cytotoxicity), % at 5 µM. AID 602141, 2011. 0.36% of 360,000 active. KKLEB CF airway cells viability, ATPlite luminescence, overnight; stronger effect = lower value; cells stimulated with P. aeruginosa culture filtrate;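 active means corrected activity change at or below -50% at 5 µM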
NR2F2 inh: NR2F2 transcriptional activity inhibitors, primary screen, cell-based, luciferase reporter, HEK293T, luminescence; COUP transcription factor 2 (Homo sapiens), P24468; HEK293T NGFI-A luciferase reporter; inhibition, % at 8.6 µM; 0.7% of 370,000 active; AID 686940, 2013;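 active means inhibition above a per-plate cutoff, mean inhibition of test wells between control levels plus 3 SD, cut at about 38% in these data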;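 further: cells cotransfected with COUP-TFII expression vector driving the NGFI-A reporter; 0% = median of COUP-TF2 test wells and 100% = reporter-only cells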
Target sequence (P24468 whole entry, looked up): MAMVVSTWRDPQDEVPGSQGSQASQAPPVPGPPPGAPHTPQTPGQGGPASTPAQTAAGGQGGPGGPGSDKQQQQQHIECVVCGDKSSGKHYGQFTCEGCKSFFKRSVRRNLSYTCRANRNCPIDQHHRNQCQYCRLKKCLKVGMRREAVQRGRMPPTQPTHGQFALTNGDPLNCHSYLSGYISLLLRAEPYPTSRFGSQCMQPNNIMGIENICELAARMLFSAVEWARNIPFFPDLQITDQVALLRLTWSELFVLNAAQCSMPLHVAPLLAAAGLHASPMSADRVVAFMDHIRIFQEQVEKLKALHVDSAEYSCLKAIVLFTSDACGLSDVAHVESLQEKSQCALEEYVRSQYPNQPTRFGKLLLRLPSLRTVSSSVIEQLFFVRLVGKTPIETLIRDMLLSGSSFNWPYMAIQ
TRAIL sens C8: viability loss with TRAIL in NB7+C8 cells, primary screen, TRAIL sensitizer project, cell-based, ATPlite luminescence | 1% of 360,000 active | inhibition (viability loss, TRAIL sensitization), % at 10 µM | AID 624354, 2012;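 active means compounds causing at least 50% loss of cell viability in the single-dose screen, relative to plate controls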
SRC2 inh: inhibition of GAL4-SRC2 driven luciferase reporter, primary screen, SRC2 inhibitor project, cell-based, luminescence. 0.17% of 370,000 active. Nuclear receptor coactivator 2 (Homo sapiens), Q15596. inhibition, % at 9 µM. HEK293 GAL4-SRC2 luciferase reporter. AID 651957, 2012;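 active means inhibition above the mean inhibition of all tested compounds plus 3 SD, set per campaign, cut at about 52% in these data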;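 further: 0% = DMSO treated cells and 100% = cells given Gossypol at 36 µM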
* hit, by the source's call; x = not tested or not shown.

molecule	TROY signal inh	TWEAK Fn14 block	KKLEB tox	NR2F2 inh	CF NFkB inh	SRC2 inh	LMP1 NFkB inh	SRC1 inh	SRC3 inh	TRAIL sens C8	LRH-1 inv ag
Cc1cccc(C)c1OCC(=O)N/N=C/c1cccnc1	-2	17	3	-9	-6	-11	-5	14	2	-11	-2
N#Cc1ccc(C(=O)OCCCc2cc3ccccc3c(=O)o2)cc1	10	-9	6	-20	-13	5	-6	-19	-5	-8	8
CC1=CC(=O)Nc2cncnc2N1	10	8	4	-8	3	9	-2	-16	-5	-19	-20
O=S(=O)(c1ccc(OC(F)(F)F)cc1)N1CCC(O)(c2cccc(C(F)(F)F)c2)CC1	58*	16	2	-7	3	-8	-3	-1	6	7	-7
CC(=O)N[C@@H](Cc1c[nH]c2ccccc12)C(=O)OCC(=O)Nc1cc(C)on1	10	-5	10	21	-4	1	-8	9	1	-7	9
CCN(CC)C(=O)CSc1nc2c(sc(=S)n2-c2ccccc2)c(=O)[nH]1	2	3	13	-5	-11	7	1	-14	15	-4	14
CCOC(=O)c1sc(C)c2c1NC1(CCCCCC1)NC2=O	-11	4	-5	2	8	13	1	16	10	4	6
COc1ccc(-c2cc3nc(C)cc(C)n3n2)cc1	-10	5	-22	-34	10	-82	-18	-116	-74	14	-175
COc1ccc2cc3cc(C(=O)NCCN4CCN(c5ccccc5F)CC4)oc3nc2c1	60*	67*	-9	-2	-9	-34	21	7	20	29	11
Cc1c(NC(=O)Nc2cc(Cl)ccc2Cl)c(=O)n(-c2ccccc2)n1C	12	2	14	1	-6	-25	-1	-12	23	-7	2
Cc1ccc(S(=O)(=O)N2CCN(S(C)(=O)=O)CC2)cc1	17	48	3	5	-2	17	15	31	35	12	14
CC1=CCC[C@@H]2[C@@](C)(CC/C(C)=C/C(=O)O)[C@H](C)CC[C@@]12C	9	-9	7	2	20	-11	-1	18	-7	-25	0
Cc1ccc(S(=O)(=O)N2CC3(O)CN(C(=O)OC(C)C)N(C(=O)OC(C)C)CC3(OC(=O)NCc3ccco3)C2)cc1 (stereo unspecified)	-6	-16	9	22	19	31	29	13	-16	9	13
COC(=O)[C@]12CCCCC=C1N(CCC1=CCCCC1)C(=O)[C@H](CC(=O)NCc1ccc(C)o1)C2	-1	-19	x	7	x	-1	x	x	x	27	-3
COC(=O)N(NC(=O)C(O)(C(C)C)C(C)C)c1ccccc1	-10	-1	-3	11	-9	-23	5	5	19	22	17
Cc1ccc(NC(=O)C2C(c3ccccc3)C2(Cl)Cl)c(C)c1 (stereo unspecified)	4	17	-13	8	10	4	4	-15	-9	16	-5
CCOC(=O)c1cnn(CCOC(=O)c2ccc(OC)cc2)c1NC(=O)c1ccc(OC)cc1	17	-5	-8	20	-14	-12	-3	-2	3	1	1
CCCn1c(SC(C)C(=O)NC2CCCC(C)C2C)n[nH]c1=O (stereo unspecified)	-2	-14	-16	-4	19	-3	7	9	7	18	1
Cc1ccc(N(CC(=O)N2CCCCCC2)S(C)(=O)=O)cc1Cl	7	-5	-10	9	3	-11	-1	-15	1	-11	0
Cc1ccc(S(=O)(=O)N(C)c2ccccc2C(=O)Nc2c(F)cccc2F)cc1	-8	13	-20	20	15	-17	11	6	2	10	10
S=c1[nH]nc(-c2cc(-c3ccccc3)n[nH]2)n1/N=C/c1ccc(Br)s1	-24	-11	-2	-11	-5	-6	-9	-11	17	18	10
COc1ccc(C(=O)NN)cc1COc1ccc(Br)cc1	1	-10	12	5	-13	-10	-1	2	-2	9	-5
COc1ccc(-c2ccc3c(c2)[C@@H]2C[C@H](N(C)C(=O)C(C)(C)C)[C@H]([C@H](C)O)C(=O)N2CC3)cc1	-18	12	-1	15	-15	16	-1	-5	-9	-16	10
Cc1ccc(Cc2c(-c3ccccc3)nc3ccc(Cl)cn23)cc1	-58	-21	-12	-8	21	-24	-1	-28	-29	9	-31
Cc1c(O)ccc(C(=O)CN2CCN(Cc3ccccc3)CC2)c1O	10	0	-3	5	-7	-59	-1	1	-17	12	-3
C#CCOc1nc(OCC#C)nc(OCC#C)n1	11	4	3	-3	7	-5	-2	0	5	-14	-4
COc1ccc(C=NNc2ccc(S(=O)(=O)Nc3ccccc3C(=O)O)cc2[N+](=O)[O-])c(OC)c1	59*	-52	-20	x	26	x	-2	-3	-1	-2	3
COc1ccccc1/C=C/C=N/n1c(-c2ccco2)n[nH]c1=S	-4	-14	-6	-21	12	7	8	-1	-4	-5	-24
COc1cccc2cc(C(=O)NCC3CCCO3)c(=O)oc12 (stereo unspecified)	-34	-10	-2	-10	8	6	0	-41	-20	-15	-6
Oc1[nH]c2c(Cl)cc(Cl)cc2c1N=NC(=S)NCC1CCCO1 (stereo unspecified)	47	103*	18	19	-42	-7	33	-24	11	31	15
C=CCN1CC(O)=C(c2ccccc2)C1=N	-10	3	-6	0	3	-12	-19	4	17	-13	-10
Cc1[nH]nc2c1C(c1ccsc1)C(C#N)=C(N)O2 (stereo unspecified)	-1	-2	-6	14	-15	9	-1	9	16	-3	9
CCC1NC(=S)NC(C)=C1C(=O)c1ccccc1 (stereo unspecified)	7	6	14	21	-17	-24	-6	-9	10	-10	0
O=C(CSc1ncccn1)NN=C1CCCCCCC1	7	8	0	18	10	4	-34	-103	-77	-6	-135
COC(=O)C1=C(C)NC=C([N+](=O)[O-])C1c1ccc(OC)cc1 (stereo unspecified)	-10	10	-2	-3	-9	13	1	-14	15	2	2
COc1ccc(CCC(=O)N2CCN(S(=O)(=O)c3ccc(OC)c([N+](=O)[O-])c3)CC2)cc1	1	16	18	3	-12	-6	0	15	15	-1	-1
CCc1[nH]nc2c1C1(CCOC1C)C(C#N)=C(N)O2 (stereo unspecified)	0	-8	4	9	-9	-7	10	-1	13	3	17
CC[C@]12c3[nH]c4ccccc4c3CCN1C(=O)C(CC(=O)NCc1ccco1)C[C@@H]2C(=O)N1CCN(C(=O)c2ccco2)CC1 (stereo partly specified)	8	5	11	10	-26	7	8	2	9	-10	13
Cc1cccc(NC(=O)c2ccc3nc(N4CCOCC4)sc3c2)c1C	-14	-38	-6	-1	-1	-12	-5	0	-3	7	7
O=c1[nH]c2ccc(S(=O)(=O)NCCO)cc2[nH]1	-9	3	-8	1	-15	3	1	-10	-2	-1	-3
Cc1ccc2sc(N(CCCN(C)C)C(=O)c3ccc(Br)s3)nc2c1C	-12	-30	-2	-7	19	0	3	6	8	2	3
O=C(O)c1cccc2c1C(=O)N(c1ccc3c(c1)Cc1ccccc1-3)C2=O	-13	-4	-1	-23	2	-18	-3	-1	-6	-9	-23
COc1cccc(O)c1CN1CCC(C(=O)Nc2ccc(Oc3cccnc3)cc2)CC1	9	10	-10	32	6	16	1	15	-13	3	14
CCN(CC)CCN1C(=O)c2oc3ccccc3c(=O)c2C1c1ccc(F)cc1 (stereo unspecified)	-38	12	-4	-16	-4	-5	0	11	-7	-7	11
CNCC(O)CN1CCN(c2ccccc2OC)CC1 (stereo unspecified)	-2	4	-6	9	8	-16	-1	-7	0	-2	-4
O=C(Oc1ccc(-c2nnco2)cc1)c1ccco1	4	-9	0	-14	-2	-39	0	3	12	5	-1
Cc1ccc(OCC(O)CN2CCCC2)cc1 (stereo unspecified)	12	-13	-9	-2	9	9	-3	-15	-6	-11	-10
COc1ccc(OC(C)C(=O)N2CC(C)OC(C)C2)cc1 (stereo unspecified)	8	-6	6	7	-14	3	4	-2	25	0	-1
Cc1nc(SCc2nc3ccccc3[nH]2)c2oc3cc([N+](=O)[O-])ccc3c2n1	10	34	-10	7	4	-7	-14	2	-16	11	11
Cc1ccc(CNC(=O)CSCc2ccccc2F)cc1	-78	-1	-11	-21	-1	-20	-7	-2	-4	-1	-4

Following part
molecule	TROY signal inh	TWEAK Fn14 block	KKLEB tox	NR2F2 inh	CF NFkB inh	SRC2 inh	LMP1 NFkB inh	SRC1 inh	SRC3 inh	TRAIL sens C8	LRH-1 inv ag
CC(C)(C)c1ccc(C(=O)NCCC(=O)NCc2cccs2)cc1	3	6	16	-22	4	-7	-10	1	20	-16	-4
Cc1ccccc1CS(=O)(=O)Cc1ccc(C(=O)NCCCN2CC(C)CC(C)C2)o1 (stereo unspecified)	-4	1	-1	4	7	-6	-4	-22	7	-18	-1
Cn1cccc1C(C#N)c1cccc(F)c1C#N (stereo unspecified)	-5	-1	1	6	-8	-2	-5	-18	8	-12	9
CCOc1nc(NCCO)nc(Nc2cc(Cl)ccc2OC)n1	4	5	3	-4	4	-63	8	8	5	-4	10
O=C(NCCc1cn2ccsc2n1)C1CCCCC1	7	5	12	-13	10	20	-6	-2	4	6	-6
Cc1ccc(NS(=O)(=O)c2ccc3[nH]c(=O)[nH]c3c2)c(C)c1	15	2	-3	16	25	-7	1	2	4	-1	-10
CCCN(CC(=O)Nc1ccccc1C)C(=O)c1ccc(-c2ccc(C(C)=O)cc2)o1	9	2	-8	x	-24	x	-4	-5	-3	1	2
Cc1ccc(S(=O)(=O)Nc2ccccc2CNc2ncc(Br)cc2Br)cc1	11	18	-4	5	14	-1	-10	6	15	-3	13
O=C(CC12CC3CC(CC(C3)C1)C2)NCc1ccc(F)cc1	12	-7	6	-1	-25	-8	1	-21	-22	-3	-2
O=C(Nc1cccnc1)c1ccc(S(=O)(=O)N2CCCCCC2)cc1	11	-7	-2	10	5	-7	6	-7	9	6	16
Cc1c(NS(=O)(=O)c2ccc(Cl)c(C(=O)OC(C)C(=O)N3CCOCC3)c2)c(=O)n(-c2ccccc2)n1C (stereo unspecified)	-11	15	4	-24	-17	12	-8	-10	-6	3	2
Cc1nc(Cc2nnc(SC(C)C(=O)N3c4ccccc4NC(=O)C3(C)C)o2)cs1 (stereo unspecified)	0	17	-4	11	-7	13	2	4	1	-11	11
Nc1cc(=O)[nH]c(SCc2nnc(-c3ccccc3)o2)n1	-34	-4	-25	-3	-4	-14	2	-26	-10	-5	-11
CCC(=O)NC1=C(Cl)C(=O)C(NC(=O)CC)=C(Cl)C1=O	9	11	-2	-8	37	-25	11	-2	-2	7	20
COc1ccc(C(=O)OCC(=O)c2cc(OC)ccc2OC)c(OC)c1	-17	-23	-6	-11	-6	-21	3	-12	0	8	-21

No enrichment for hits, and some 4.2% of all compounds hit somewhere here.
